FLuc stim CS – affects firefly luciferase, flagging false hits in luciferase stimulation screens | ATPlite luciferase biochemical, luminescence, 10 min; 0 = ATP-free wells, 1 = DMSO control | 200,000 tested, under 10 active | P08659 | AID 1027 | activation factor at 10 µM;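 active = luciferase activation factor, scaled between plate controls, of at least 2 with compound at 10 µM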
Target sequence (P08659 whole entry, looked up): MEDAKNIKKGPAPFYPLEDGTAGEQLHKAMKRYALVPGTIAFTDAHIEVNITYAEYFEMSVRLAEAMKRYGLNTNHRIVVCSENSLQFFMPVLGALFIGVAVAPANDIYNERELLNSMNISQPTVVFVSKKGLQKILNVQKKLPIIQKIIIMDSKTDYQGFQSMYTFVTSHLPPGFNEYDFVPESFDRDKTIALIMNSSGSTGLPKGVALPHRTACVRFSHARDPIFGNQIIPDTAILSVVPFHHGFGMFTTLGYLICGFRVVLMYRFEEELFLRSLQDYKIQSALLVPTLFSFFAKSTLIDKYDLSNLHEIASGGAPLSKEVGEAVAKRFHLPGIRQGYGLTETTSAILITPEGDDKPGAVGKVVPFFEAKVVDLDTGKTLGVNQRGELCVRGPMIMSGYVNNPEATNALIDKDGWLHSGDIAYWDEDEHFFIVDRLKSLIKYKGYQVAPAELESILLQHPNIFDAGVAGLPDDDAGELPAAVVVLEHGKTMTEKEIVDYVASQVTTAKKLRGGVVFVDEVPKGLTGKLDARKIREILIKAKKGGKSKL
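System: luciferase plus luciferin reagent, cell-free; medium: PBS as buffer for the ATP substrate; dosing: test compounds dosed from 2 mM stocks in 100% DMSO; timing: 10 min post-reagent at room temperature; measured by: luminescence measurement of luciferase light output; evaluation: luciferase activation, seen as luminescence increase over controls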
STAT3 act – STAT3 signaling activation; U3A cells, IL-6 STAT3-luciferase reporter, luminescence; 100% = signal with IL-6 EC80 alone; activation (% of control), % at 5.6 µM; 0.91% of 190,000 active; AID 871;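 active = activation above the screen-wide mean of compound activation plus 3 SD, cut at about 130% in these data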;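 also: 0% = background luminescence of wells with medium and substrate only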
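Material: human STAT1-deficient U3A cells with stable STAT3-luciferase reporter / Probe or stimulus: IL-6 stimulus at 33 ng/mL final / Schedule: 1 h compound pre-exposure, 6 h IL-6 stimulation, 37 °C / Technique: luminescence / Read-out basis: percent of IL-6-only median luminescence / Control set: IL-6-only high control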
FLuc inh counter – counter-screen for luciferase assay inhibitors: firefly luciferase inhibition; P08659; 1.5% of 200,000 active; ATPLite firefly luciferase biochemical luminescence, 10 min; inhibition, % at 10 µM; AID 1006;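 active = inhibition above about 50% when tested at 10 µM, limit read from the data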
ROMK primary – modulators of human ROMK potassium channel. Tet-inducible ROMK, thallium flux fluorescence; actives lie on both sides. P48048. 2% of 130,000 active. B-score at 10 µM;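 active = signal ratio slope over the read window, or its plate-corrected B-score, at least 3 SD from the plate mean, either direction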;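 also: B-score of the F/F0 ratio slope over 7 to 12 s after thallium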
Target sequence (P48048 whole entry, looked up): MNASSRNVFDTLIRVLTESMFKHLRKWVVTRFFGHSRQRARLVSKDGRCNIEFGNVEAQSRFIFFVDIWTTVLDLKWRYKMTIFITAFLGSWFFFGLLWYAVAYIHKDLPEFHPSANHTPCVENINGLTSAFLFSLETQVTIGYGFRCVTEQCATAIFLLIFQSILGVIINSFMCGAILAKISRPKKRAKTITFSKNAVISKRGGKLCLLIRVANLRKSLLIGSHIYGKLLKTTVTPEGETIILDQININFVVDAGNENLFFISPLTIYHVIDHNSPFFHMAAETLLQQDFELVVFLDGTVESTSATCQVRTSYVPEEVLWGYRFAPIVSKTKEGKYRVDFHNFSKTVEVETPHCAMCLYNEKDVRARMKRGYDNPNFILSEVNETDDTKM
STAT1 blocker – reduces IFN-gamma driven STAT1 reporter signal | inhibition, % at 5.5 µM | AID 920 | 0.35% of 200,000 active | NIH 3T3 STAT1-luciferase reporter, luminescence;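 active = inhibition above a set limit, the mean inhibition across all tested compounds plus 3 SD, cut at about 34% in these data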;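 also: 0% = IFN-gamma with DMSO and 100% = IFN-gamma with 300 µM nifuroxazide; values of inactives mirror those of a sister screen read the other way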
STAT3 inh – STAT3 signaling inhibition. U3A cells, IL-6 STAT3-luciferase reporter, luminescence; host cell line lacks STAT1. 0.89% of 190,000 active. inhibition, % at 5.5 µM. AID 862;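 active = inhibition above the mean inhibition across all screened compounds plus 3 SD, cut at about 44% in these data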;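 also: 0% = DMSO only wells and 100% = 100 µM nifuroxazide control wells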
APP 5UTR inh – APP translation inhibition | 0.82% of 190,000 active | inhibition, % at 2 µM | AID 1285 | SH-SY5Y APP 5'UTR-luciferase reporter, luminescence;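 active = inhibition above a set limit, derived from the sample mean plus 3 SD, cut at about 45% in these data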; also: values of inactives mirror those of a sister screen read the other way
APP 5'UTR act – APP 5'UTR luciferase reporter activation | SH-SY5Y APP 5'UTR luciferase reporter, luminescence; zero percent = DMSO vehicle wells | activation, % at 2 µM | 1% of 190,000 active | AID 1276;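 active = activation above a set limit, based on mean plus 3 SD of controls, cut at about 140% in these data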; also: values of inactives mirror those of a sister screen read the other way
NF-kB expr up – NF-kB expression increase, human neuronal cells; fold change at 12.5 µM; NF-kB reporter expression; hits give high values; 1.6% of 190,000 active; in the data active = fold change above about 3.3
STAT1 act – STAT1 signaling activation. 2.6% of 200,000 active. activation (% of control), % at 5.5 µM. NIH 3T3 STAT1-luciferase reporter, IFN-gamma, luminescence; 100% = IFN-gamma alone, no compound;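 active = activation above the screen-wide mean activation plus 3 SD, cut at about 130% in these data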;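 also: raw ratio to IFN-gamma control signal so 100% means no change and 0% no light; values of inactives mirror those of a sister screen read the other way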
Active calls of the source: *; x = not tested or not shown.

SMILES	FLuc stim CS	STAT3 act	FLuc inh counter	ROMK primary	STAT1 blocker	STAT3 inh	APP 5UTR inh	APP 5'UTR act	NF-kB expr up	STAT1 act
Cc1cccc(NC(=S)N(Cc2ccco2)C(C)c2cccs2)c1 (stereo unspecified)	1.1	98	-10	-0.39	4	14	-15	15	0.77	95
CC(C)CN(C(=O)COC(=O)CCN1C(=O)c2ccccc2C1=O)C1CCS(=O)(=O)C1 (stereo unspecified)	1	103	2	x	-4	6	15	-15	1	104
Cc1ccc(S(=O)(=O)c2c(C)cc(C)nc2N2CCCCC2)cc1	1	106	-2	1.2	5	0	5	-5	1.5	94
Cc1ccc(-n2[nH]c(C)c(C=Nc3ccc(S(=O)(=O)Nc4nc(C)cc(C)n4)cc3)c2=O)c(C)c1	1	74	-1	x	6	32	-11	11	1.2	94
COc1ccc(-c2nc(C#N)c(NCc3ccccc3Cl)o2)cc1OC	1	98	-4	0.62	-8	5	-12	12	1	108
CS(=O)(=O)N(CC(=O)Nc1cccc([N+](=O)[O-])c1)c1ccccc1F	1.1	100	-5	0.032	-5	2	2	-2	1.1	103
COC(=O)c1[nH]c2ccccc2c1NC(=O)CN1CCCc2ccccc21	1	154*	-4	x	6	-53	-28	28	0.88	95
CC1(C)Cc2ccccc2-c2nnc(-c3cccnc3)n21	1	100	-4	0.13	-3	4	-7	7	1.1	102
O=C(COC(=O)Cc1ccccc1[N+](=O)[O-])NCc1ccccc1Cl	1	106	-4	-0.013	-4	-10	-2	1	1.1	106
Cc1cc2cc(CN(Cc3cccs3)S(=O)(=O)c3ccc4c(c3)OCCO4)c(=O)[nH]c2cc1C	1.1	102	-8	x	1	1	3	-3	1	99
Cc1ccc(C)c(NC(=O)CSc2nnc3n2CCCCC3)c1	1	104	0	x	1	1	-8	8	1.1	99
CC(C)c1nccn1S(=O)(=O)c1cccc([N+](=O)[O-])c1	0.9	108	9	0.0011	3	-12	17	-17	1	98
Fc1ccc(C2CCCCN2Cc2nc(CC3CC3)no2)cc1 (stereo unspecified)	1.1	96	-6	-0.69	6	10	20	-20	1.3	93
COC(CN1CCc2c(C)nc3c(C#N)cnn3c21)OC	1.1	107	-7	0.0036	5	-6	-7	7	1.1	94
Cc1cc(C)n(CC(=O)O)n1	1.1	102	-9	x	4	2	-6	6	1.5	96
COC(=O)c1ccc(C)c(NS(=O)(=O)c2ccc(OC)cc2)c1	1	120	-1	-1.3	0	-24	94*	-94	4*	103
Cc1ccc2nsnc2c1NC(=O)c1cccnc1Cl	1	98	-3	0.38	-5	0	7	-7	1	107
Cc1noc(/C=C/N(C)C)c1S(=O)(=O)N1CCCC(C(=O)N2CCc3ccccc32)C1 (stereo unspecified)	x	111	x	x	5	-7	9	-9	x	96
COc1ccc(N2CCN(c3oc(COc4ccccc4)nc3C#N)CC2)cc1	1	94	-4	x	4	13	3	-3	1.1	95
c1ccc(CSCCc2ccncc2)cc1	1.1	92	-6	-1.8	-5	9	x	x	1.4	111
O=C(CN1CCN(Cc2ccccc2F)C1=O)NCc1ccco1	1	102	1	-0.098	4	4	-5	5	1.2	97
CC1(C)CC(=O)C=C(Nc2ccccn2)C1	1.1	96	-8	x	1	12	6	-6	1.4	100
CC1SC(=NC(=O)C(C)N2C(=O)c3ccccc3C2=O)NC1=O (stereo unspecified)	1.1	105	-6	-1.4	-5	-5	-18	18	1.2	105
COc1ccc(C(=O)NCC2OCCc3ccccc32)c(O)c1 (stereo unspecified)	0.8	94	17	-0.49	-4	11	-34	34	1.5	104
CC(C)C(c1nnnn1Cc1cccs1)N1CCN(C(=O)c2ccco2)CC1 (stereo unspecified)	1.1	103	-6	0.38	0	3	-2	2	0.93	100

Going on with the list.
SMILES	FLuc stim CS	STAT3 act	FLuc inh counter	ROMK primary	STAT1 blocker	STAT3 inh	APP 5UTR inh	APP 5'UTR act	NF-kB expr up	STAT1 act
CS(=O)(=O)Nc1ccc(C(=O)NC2CCCCC2)cc1	1.1	101	-5	0.69	-2	10	14	-14	1	100
Cc1cc2nc3c(=O)[nH]c(=O)[nH]c3nc2c([N+](=O)[O-])c1N	1	103	-4	x	-2	-2	11	-11	1.3	102
COC(=O)c1[nH]c2cccc(OC)c2c1NC(=O)CCN1CCC(C(N)=O)CC1	1	105	-2	0.28	-10	2	-24	24	1.1	109
CCc1c(C)nc2nc(NC(C)=O)[nH]n2c1=O	1	99	-3	-0.46	3	-2	2	-2	1.2	97
CCN(CC)C(=O)CC1(c2ccccc2OC)CCOC(C(C)C)C1 (stereo unspecified)	1.1	108	-8	0.061	5	-9	5	-5	1.1	95
O=C(CCS(=O)(=O)Cc1ccccc1F)NCc1ccccc1Cl	1	98	-5	0.033	-6	7	-14	14	1.3	108
CC1(C)Cc2nc3sc4c(SCC(=O)NCc5ccco5)ncnc4c3cc2CO1	0.7	97	26	x	-26	6	-12	12	1.6	124
O=C(c1ccc(-n2cnnn2)cc1)N1CCN(C(c2ccccc2)c2ccccc2)CC1	1	101	-3	-0.018	-2	6	3	-3	1	102
O=C(O)CSc1nnc(-c2ccccc2O)n1Cc1ccccc1	1.1	104	-9	x	-2	6	-6	6	1.2	102
O=C(COc1ccc(S(=O)(=O)N2CCCC2)cc1Cl)Nc1ccc2c(c1)OCO2	1.1	98	-7	x	-3	2	-6	6	1.1	102
CCC1S/C(=N/N=C/c2ccco2)N(c2ccc(F)cc2)C1=O (stereo unspecified)	1.1	102	-5	0.34	5	2	11	-11	1.2	95
COc1ccc(OC)c(NC(=O)c2cnc3n(c2=O)CCS3)c1	1	95	-1	x	-6	10	-12	12	0.92	106
O=C(O)CCN1C(=O)/C(=C\c2ccncc2)SC1=S	1	98	0	0.24	2	6	-15	15	1.1	96
CC(C)Oc1ccc(C(=O)Nc2ccc(Cl)c(S(=O)(=O)Nc3ccc(Cl)cc3)c2)cc1	1.1	98	-5	-0.035	-8	3	-31	31	0.82	107
CC1=C(OC(=O)C(C)(C)C)C(C)(C)C(c2ccccc2)OC1=O (stereo unspecified)	1	106	-2	-0.12	2	-10	15	-15	0.93	98
Cc1oncc1C(=O)NC1CCCCC1	1.1	81	-8	0.39	4	30	5	-5	1.3	95
Cc1nn2c(NCCOCCO)c3c(nc2c1-c1ccccc1)CCCC3	1	91	-4	x	-7	14	-4	4	0.71	107
CC1(C)CC(O)(CCNCc2ccc3c(c2)OCO3)CCO1 (stereo unspecified)	1.1	100	-6	x	11	4	5	-5	1.2	90
Cc1cc(C)nc(Nc2n[nH]c(COc3ccccc3)n2)n1	1	96	-1	x	-10	11	-39	39	1.2	108
CC(=O)Nc1ccc(S(=O)(=O)N(CCO)Cc2ccccc2)cc1	1.1	102	-6	1.6	-6	5	8	-8	1	105
COc1ccnc(N=CNOCc2ccc(F)cc2Cl)c1C#N	1	89	-2	0.3	-1	20	82*	-82	1.5	101
CCN(C(=O)c1ccc2c(Cl)c3c(nc2c1)CCC3)c1cccc(C)c1	1.1	108	-12	-0.11	-19	-10	-27	27	0.88	117
C=C1N(CCCCCC(=O)O)C(=O)OC12CCCCC2	1.1	99	-8	0.33	-5	5	9	-9	0.98	103
O=C(N/N=C/c1sc(N2CCCCC2)nc1-c1cccs1)C1CC1	0.9	97	7	-0.25	9	9	-8	8	0.93	91
COC(=O)C1=C(N)Oc2cc(C)n(Cc3cccnc3)c(=O)c2C1c1cccc(OC)c1OC (stereo unspecified)	1.1	104	-6	x	-5	6	-1	1	1.2	105

Reprinted at random: 4 entries already listed, in no set order.
SMILES	FLuc stim CS	STAT3 act	FLuc inh counter	ROMK primary	STAT1 blocker	STAT3 inh	APP 5UTR inh	APP 5'UTR act	NF-kB expr up	STAT1 act
CC1(C)Cc2nc3sc4c(SCC(=O)NCc5ccco5)ncnc4c3cc2CO1	0.7	97	26	x	-26	6	-12	12	1.6	124
CC(C)Oc1ccc(C(=O)Nc2ccc(Cl)c(S(=O)(=O)Nc3ccc(Cl)cc3)c2)cc1	1.1	98	-5	-0.035	-8	3	-31	31	0.82	107
O=C(O)CCN1C(=O)/C(=C\c2ccncc2)SC1=S	1	98	0	0.24	2	6	-15	15	1.1	96
Cc1nn2c(NCCOCCO)c3c(nc2c1-c1ccccc1)CCCC3	1	91	-4	x	-7	14	-4	4	0.71	107

(list continues)
SMILES	FLuc stim CS	STAT3 act	FLuc inh counter	ROMK primary	STAT1 blocker	STAT3 inh	APP 5UTR inh	APP 5'UTR act	NF-kB expr up	STAT1 act
COC(=O)N1[C@H](C)C=C[C@]1(Cc1ccccc1)C(=O)O	1	96	-1	0.11	-4	2	4	-4	1.1	104
Cc1cccc(-n2ncc3c(NC(C)C)ncnc32)c1	0.4	90	63*	x	-52	13	-158	158*	5*	150*
O=C(Nc1cc(C(F)(F)F)ccc1N1CCCCC1)c1cccc([N+](=O)[O-])c1	1	86	-5	x	2	18	-7	7	1	98
N#CCSc1nccc(-c2cc(Cl)sc2Cl)n1	1	95	-4	0.13	-7	12	-6	7	0.97	106
COC(=O)c1ccc(OCC(O)Cn2nnc3ccccc32)cc1 (stereo unspecified)	1	106	-3	x	-14	0	-23	23	1.7	112
CCN(CC)C(=O)c1c(NC(=O)c2ccccc2)sc(C)c1C	1.1	99	-5	-1.1	4	1	5	-5	0.98	97
COC(=O)CSc1nc2cc3c(cc2cc1C)OCCO3	1	103	-1	0.56	-8	-1	-1	1	1.1	107
Cc1ccc(NC(=O)CSc2nc3ccccc3c(=O)n2CCCC(=O)NCCCN2CCOCC2)cc1C	1	105	-1	-1.4	-1	6	7	-7	0.65	101
CCOC(=O)/C(=C/c1ccc(N2CCC(c3ccccc3)=N2)cc1)C(C)=O	1.1	92	-7	-3.4*	-24	13	-96	96	1.2	122
O=C(CNC(=O)c1ccccc1)OC(C(=O)c1ccccc1)c1ccccc1 (stereo unspecified)	1.1	106	-5	x	0	-4	1	-1	1.1	100
Cc1nc(N2CCOCC2)c2c(C)c(C(=O)Nc3ccc(F)cc3F)sc2n1	1.1	92	-5	-0.63	7	12	8	-8	1	93
CC1(CC(=O)O)C(=O)N=C2C=CC=CN21 (stereo unspecified)	1	93	-3	-0.19	3	10	-5	5	1.3	95
O=C(c1cccc([N+](=O)[O-])c1)N1CCN(c2ccc(Cl)cc2)CC1	1.1	100	-5	x	-4	3	-1	1	1	103
CCCCOc1ccc(C(=O)NN2CCN(C)CC2)cc1	1	104	-4	x	-3	-2	-12	12	1.1	103
COc1ccccc1NC(=O)C(=O)N1N=C(C(C)C)CC1(O)C(F)(F)F (stereo unspecified)	1	108	-3	x	-5	-4	-5	5	1.2	104
CCS(=O)(=O)c1ccc(O)c(NC(=O)COc2ccc(Cl)cc2)c1	0.9	86	8	-0.18	5	18	25	-25	0.97	96
O=C(NC1CCS(=O)(=O)C1)N1CCCCC1 (stereo unspecified)	1.1	103	-7	0.75	0	-3	-7	7	0.98	100
COc1ccc(-n2c3c(cc(C(=O)Nc4ccc(C)cc4)c2=O)C(=O)CCC3)cc1	x	98	x	0.067	-4	5	-2	2	x	104
CC1CCN(Cc2nc3c(c(=O)n(C)c(=O)n3C)n2CCc2ccccc2)CC1	x	98	x	x	5	5	-6	6	x	95
Cc1cccc(C)c1Nc1nnc(SCc2nc3ccccc3c(=O)[nH]2)s1	1	107	2	-0.56	3	-3	-6	6	1.2	97

Screens as filed in PubChem BioAssay.
